EPAC2 antagonist = blocks human EPAC2 exchange factor; EPAC2 GEF exchange of Rap1B-BODIPY-GDP, fluorescence; AID 720708; Potency, µM (highest dose often 114 µM), without a hit: at the highest dose activity, negative = inhibition, most hits filed as inhibitors; Q8WZA2; 360,000 tested, 0.18% active; further: potency means the concentration at half of the fitted maximal effect; on the % scale 0 is the no-effect control and ±100 the full control effect; nearly all actives have a fitted effect of over 45% in size; many of its hits are not listed in these tables
Target sequence (Q8WZA2 whole entry, looked up): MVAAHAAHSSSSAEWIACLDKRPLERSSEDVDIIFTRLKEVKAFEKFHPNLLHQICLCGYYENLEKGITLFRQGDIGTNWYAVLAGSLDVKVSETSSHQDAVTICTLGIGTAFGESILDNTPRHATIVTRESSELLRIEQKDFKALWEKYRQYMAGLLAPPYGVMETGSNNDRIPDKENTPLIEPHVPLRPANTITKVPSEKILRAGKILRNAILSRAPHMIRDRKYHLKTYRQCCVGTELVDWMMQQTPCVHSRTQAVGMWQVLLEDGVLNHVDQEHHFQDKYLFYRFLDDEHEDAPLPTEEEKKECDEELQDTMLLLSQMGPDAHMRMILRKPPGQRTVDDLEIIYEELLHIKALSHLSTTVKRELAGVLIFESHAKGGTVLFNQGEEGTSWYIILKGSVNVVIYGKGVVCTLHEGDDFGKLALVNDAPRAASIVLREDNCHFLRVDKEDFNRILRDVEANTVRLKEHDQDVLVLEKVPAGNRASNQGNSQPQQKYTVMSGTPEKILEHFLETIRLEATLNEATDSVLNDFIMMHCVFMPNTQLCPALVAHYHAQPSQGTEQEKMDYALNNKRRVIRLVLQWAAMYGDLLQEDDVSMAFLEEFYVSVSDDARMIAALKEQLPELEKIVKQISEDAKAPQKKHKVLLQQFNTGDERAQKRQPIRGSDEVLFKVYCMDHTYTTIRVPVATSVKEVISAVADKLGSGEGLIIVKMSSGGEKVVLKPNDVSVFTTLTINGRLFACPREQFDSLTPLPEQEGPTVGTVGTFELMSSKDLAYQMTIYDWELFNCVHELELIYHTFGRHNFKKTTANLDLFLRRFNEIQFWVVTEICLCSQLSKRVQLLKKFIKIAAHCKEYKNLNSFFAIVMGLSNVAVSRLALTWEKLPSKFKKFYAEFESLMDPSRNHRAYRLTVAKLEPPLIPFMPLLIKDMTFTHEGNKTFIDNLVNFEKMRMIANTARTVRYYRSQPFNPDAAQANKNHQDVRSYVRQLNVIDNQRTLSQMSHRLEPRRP
MmCpn inh = M. maripaludis TRiC chaperonin inhibition; purified Mm-Cpn ATPase, ADP Transcreener TR-FRET; Potency, µM (series often up to 76.9 µM), without a hit: at the top dose activity, negative = inhibition, usual class: inhibitors; 330,000 tested, 0.031% active; AID 504842; further: potency means the concentration at half of the fitted maximal effect; on the % scale 0 is the no-effect control and ±100 the full control effect; nearly all actives have a fitted effect of over 80% in size
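25 nM Mm-CPN + cpd, 10 min 37°C; + 10 uM ATP, 30 min 37°C; buffer 30 mM Tris pH 7.4, 100 mM KCl, 5 mM MgCl2, 1 mM DTT; Transcreener ADP HTRF detection 30 min RT.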
pAkt inh = blocks phosphorylation of Akt | activity change, % for hits at 50 µM | Neuro2A IGF-stimulated pAkt S473 HTRF, 20 min; active compounds read low | 360,000 tested, 0.32% active | AID 651550; in the data active means activity change below about -80%; inconclusive means mostly about -51% to -80%; further: on the % scale 0 is the no-effect control and ±100 the full control effect
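Single-point screen (50 µM final compound) in Neuro2A cells stimulated 20 min with 6 nM IGF at 37 deg C. After lysis, Ser473-phosphorylated Akt read by HTRF (ex 330 nm, em 615/665 nm) as the 665/615 ratio.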
CCT modulator = modulators of cytosolic chaperonin (CCT/TRiC) activity; AID 651819; purified chaperonin ATPase assay, HTRF ADP detection, 30 min; activity change, % (test concentration not listed), hits read low; 360,000 tested, 0.3% active; in the data active means activity change below about -30%; further: on the % scale 0 is the no-effect control and ±100 the full control effect
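We incubate TRiC, 40 or 20 nM final, with library compounds at 76 uM and 10 uM ATP for 30 min at 37 °C. ADP formed is detected with Transcreener HTRF reagents after 30 min at room temperature.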
Nrf2 ARE act = activates Nrf2 signaling; AREc32 ARE-luciferase reporter (MCF7-derived line), luminescence, 24 h; Potency, µM (top dose mostly 46.1 µM), inactives show at the highest dose activation, actives largely listed as activators; 410,000 tested, 0.31% active; further: potency means the concentration at half of the fitted maximal effect; % of control where 0% means no effect; nearly all actives have a fitted effect of over 65% in size
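Luciferase luminescence (Steady-Glo, 30 min at room temperature) served as the read-out of ARE activation in AREc32 cells treated with compounds for 24 hr at 37 deg C.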
TGFb inhibitor = blocks TGF-b signaling; HepG2 CAGA-GFP TGF-b/SMAD3 reporter, GFP fluorescence, 18 h; TGF-beta stimulated, 500 pg/mL final; Potency, µM (top dose mostly 46.1 µM), inactives show at the top dose activity, negative = inhibition, most hits filed as inhibitors; 410,000 tested, 1.2% active; AID 588855; further: potency means the concentration at half of the fitted maximal effect; on the % scale 0 is the no-effect control and ±100 the full control effect; nearly all actives have a fitted effect of over 65% in size
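Inhibition was scored as loss of TGF-beta-induced (500 pg/mL final, 18 hours, 37 degrees C) GFP in HEPG2 cells carrying a CAGA-GFP reporter, in DMEM with 1% FBS. Well GFP was summed per cell; Activity was normalised to unstimulated and stimulated DMSO wells, then concentration-response fitting.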
Nrf2 inh = blocks Nrf2 signaling; A549 ARE-Fluc reporter, luciferase luminescence, 18-24 h; Potency, µM (series often up to 46 µM), for the others: at the highest dose activity change, negative = inhibition, hits mostly inhibitors; 360,000 tested, 2.1% active; further: potency means the concentration at half of the fitted maximal effect; on the % scale 0 is the no-effect control and ±100 the full control effect; nearly all actives have a fitted effect of over 60% in size
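In this cell-based qHTS, ARE-driven firefly luciferase in A549 cells reports Nrf2 activity; the luminescent signal after BugLite lysis is the measured value, with a prior CellTiter-Fluor read for cell health.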
EPAC2 agonist = activates human EPAC2 exchange factor. AID 720711. Q8WZA2. 360,000 tested, 0.079% active. EPAC2 activation, biochemical qHTS; response scale: 100% = 6.5 mM cAMP response. Potency, µM (doses to about 154 µM), inactives show at the highest dose activation, usual class: activators; further: potency means the concentration at half of the fitted maximal effect; nearly all actives have a fitted effect of over 50% in size
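Guanine nucleotide exchange by EPAC2 is measured as reduced fluorescence of BODIPY-GDP once it is released from 250 nM Rap1B. Plates are read kinetically for 30 min at room temperature; results are scaled to 6.5 mM cAMP.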
A549 tox = kills or reduces viability of A549 cells in Nrf2 counter-screen; AID 504648; A549 ARE-Fluc cells, CellTiter-Fluor viability, 18-24 h; Potency, µM (doses to about 46 µM), without a hit: top-dose activity change, negative = cytotoxicity, actives largely listed as inhibitors; 390,000 tested, 0.16% active; further: potency means the concentration at half of the fitted maximal effect; on the % scale 0 is the no-effect control and ±100 the full control effect
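A549 ARE-Fluc cells in 5% FBS OPTI-MEM, 5000 cells/well, rested 2 h then exposed to compounds in concentration-response for 18-24 h at 37 °C. Viability by CellTiter-Fluor fluorescence (Ex 405/Em 525) after 30 min; luciferase luminescence (BugLite, 15 min, RT) read afterwards.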
* marks the source's active call; other numbers are inactive results; i = inactive; ? = inconclusive; / = no result given; [ ] = dose if it differs, or a comment. Unless noted, the call rests on the fitted dose curve; in most records, active means well fitted curve in the direction sought with a large enough effect; inconclusive means small, poorly fitted or top-dose-only effect, or another doubt; inactive means no such curve, though single readings can be large; an effect the other way counts as inactive or inconclusive. The list is partial (hit frequency here may not be typical).

SMILES	EPAC2 antagonist	MmCpn inh	pAkt inh	CCT modulator	Nrf2 ARE act	TGFb inhibitor	Nrf2 inh	EPAC2 agonist	A549 tox
COc1cccc(N2C(=O)CC(NNc3nc4ccccc4s3)C2=O)c1 (configuration not stated)	9%	1%	i	0.7	-0.1%	0%	19%	-3%	2%
Clc1ccccc1-c1nnc2sc(-c3ccc4c(c3)OCO4)nn12	-1%	-12%	/	0.0	2.7%	-13%	/	5%	-18%
Cc1cc(C)c(NC(=O)CSCc2nc3sc(C)c(C)c3c(=O)[nH]2)c(Cl)c1	10%	1%	i	1.6	-0.3%	0%	?	2%	-12%
Cc1ccc(-c2nnn3c2nc(N2CCC(C)CC2)c2ccccc23)cc1	/	/	/	/	0.8%	31%[activator]	10%	/	2%
COc1ccc(CCN2CC(C(=O)OCC(=O)N(C)CC(=O)Nc3ccccc3Cl)CC2=O)cc1OC (configuration not stated)	5%	/	i	-0.3	0.4%	10%	4%	-1%	4%
Cc1ccc(N2C(=O)CC(Sc3ccccc3C(=O)O)C2=O)cc1C (configuration not stated)	?	1%	i	-2.6	4.3%	5%	?	2%	-3%
O=C(NCc1cccnc1)c1c(F)c(F)c(F)c(F)c1F	7%	0%	i	-0.4	2.8%	?	1%	1%	-9%
O=C(O)c1ccccc1C(=O)Nc1n[nH]c(=S)s1	3%	-20%	/	0.4	0.5%	9%	4%	-4%	-3%
CC(=O)Nc1ccc(S(=O)(=O)NCC(=O)OCC(=O)N2CCCCCC2)cc1	0%	1%	i	-1.2	0.2%	-10%	2%	5%	-1%
CCc1ccc(NC(=O)c2[nH]c(C)c(C(C)=O)c2C)cc1	-6%	2%	i	-2.6	2.1%	-10%	?	0%	1%
Cc1cccnc1C1=NOC(Cc2ccccc2)C(=O)N1C (configuration not stated)	15%	/	i	-2.5	0.3%	-5%	/	8%	/
COc1ccccc1-c1cc(C(=O)Nc2cccnc2Cl)no1	-12%	0%	i	0.0	0.8%	21%	0%	3%	-6%
Cc1ccc(/C=N/Nc2nc3ccccc3s2)o1	-7%	-2%	i	1.5	?	4%	?	7%	-11%
Cc1cc(C)c(S(=O)(=O)N(C)Cc2cnn(C)c2)c(C)c1	9%	1%	i	-0.1	-0.1%	-11%	7%	3%	-7%
CN(CCNC(=O)CN1CCN(Cc2ccccc2Cl)C1=O)Cc1ccccc1	1%	4%	i	-1.1	-0.8%	-3%	15%	-11%	-10%
CCOC(=O)C(C)NC(=O)c1c(C)oc2ncn(CC(C)C)c(=O)c12 (configuration not stated)	/	/	/	/	0.6%	?	19%	/	-2%
COc1ccccc1N1CCN(S(=O)(=O)c2ccccc2F)CC1	-11%	0%	i	-0.1	-0.4%	-22%	7%	20%	15%
O=C(Cn1nnc(-c2ccc3c(c2)OCO3)n1)N1CCOCC1	-2%	/	i	-0.4	0.0%	-5%	/	2%	8%
O=P(c1ccccc1)(c1ccccc1)C(c1ccco1)N1CCOCC1 (configuration not stated)	0%	3%	i	-3.4	-0.4%	15%	?	7%	4%
CCOC(=O)Nc1cc2c(C)cc(=O)oc2cc1C	4%	-4%	i	-1.1	0.9%	-12%	-18%	13%	-2%
Cc1cccc(-c2noc(CN(C(=O)C(c3ccccc3)c3ccccc3)C(C)C)n2)c1	5%	1%	i	2.0	0.2%	-15%	?	20%	-14%
Fc1cc(F)cc(-c2oncc2-c2nnnn2-c2ccccc2)c1	16%	1%	i	1.0	0.3%	5%	12%	5%	-1%
CCCCn1c(CCCNC(=O)c2cccc(C)c2)nc2ccccc21	/	/	/	/	0.8%	?	-15%[9.27 µM]	/	4%
COc1ccc(N(C(=O)c2cccnc2)S(=O)(=O)c2cccs2)cc1	0%	2%	i	0.9	0.4%	0%	0%	7%	2%
COc1ccccc1NS(=O)(=O)c1ccc(C(=O)NCc2ccco2)cc1	1%	1%	i	0.4	0.1%	-23%	?	2%	0%
COc1ccc(OCCOc2ccccc2[N+](=O)[O-])cc1	1%	-2%	i	-1.6	5.4%	-18%	2%	3%	19%
Cc1ccc(N2C(=O)N(CC(=O)Nc3cc(C)cc(C)c3)C(=O)C2C)cc1 (configuration not stated)	-16%	2%	i	-1.9	0.1%	?	26%	0%	0%
CC(=O)OC(C)C[N+](C)(C)C (configuration not stated)	7%	0%	i	1.1	0.1%	9%	0.46µM*	5%	-18%
O=C1OC(CC(=O)N(Cc2nnc(-c3ccc(Cl)cc3)o2)C2CC2)c2ccccc21 (configuration not stated)	-1%	0%	i	1.2	-0.1%	8%	-6%	-2%	2%
Cc1ccc(C(C)C)c(OCC(=O)N/N=C2\CC(=O)CC(C)(C)C2)c1	1%	-1%	i	1.1	1.7%	-9%	-3%	6%	2%
COc1cc(C(=O)Nc2ccc3nn(-c4ccc(F)cc4)nc3c2)cc(OC)c1OC	/	/	/	/	-0.1%	-26%	8%	/	0%
CCOc1ccc(NS(=O)(=O)c2ccc(C(=O)NCC3(N(C)C)CCCCC3)cc2)cc1	-10%	0%	i	-1.4	2.5%	0%	-9%	-5%	9%
Cc1ccc(-c2nnc(SCC(=O)Nc3ccc(S(=O)(=O)N4CCCCCC4)cc3)o2)cc1	8%	-6%	i	-2.2	0.1%	41%[activator]	?	4%	-2%
COc1ccccc1CNCCS(=O)(=O)NN1CCOCC1	-8%	-1%	i	1.2	-0.9%	6%	3%	12%	2%
CN1CCn2cnc(C(=O)N[C@@H](Cc3ccccc3)C(=O)OC(C)(C)C)c2C1=O	-3%	/	i	0.1	-0.4%	-2%	/	6%	/
CCOC(=O)c1cccc(NC(=O)c2cc(-c3ccc(Cl)s3)nc3ccccc23)c1	/	/	/	/	0.2%	-8%	5%	/	-8%
CCCn1c(NC(=O)c2ccc(Cl)c(S(=O)(=O)N3CCCC3)c2)nc2ccccc21	0%	-7%	i	-0.8	0.4%	-7%	?	5%	?
Cc1ccc(/C(O)=C2\C(=O)C(=O)N(C)C2c2ccc([N+](=O)[O-])cc2)cc1 (configuration not stated)	12%	3%	i	-1.8	-0.8%	?	-23%	3%	0%
CCOC(=O)C(C(C)=O)=C1SC2CS(=O)(=O)CC2S1 (configuration not stated)	-1%	1%	i	-1.3	0.4%	2%	3%	10%	4%
N=C1c2ccccc2CN1NC(=O)c1cccc(S(=O)(=O)N2CCOCC2)c1	22%	1%	i	-1.2	-0.5%	29%	12%	3%	-3%
COc1ccc(-c2oc3ccccc3c2C(=O)OCc2ccccc2)cc1	4%	-1%	i	-33*	5.8%	10%	?	9%	19%
Brc1ccc2c(c1)NC(c1cccnc1)=NC(c1ccccc1)=N2	/	/	/	/	2.7%	-12%	6%	/	1%
COc1ccc(CN2CC(=O)N3[C@H]4c5ccc(OC)cc5OC[C@@H]4[C@H](c4ccccc4)[C@]3(C)C2=O)cc1	-5%	1%	i	1.5	-0.5%	-1%	4%	1%	-4%
Cc1ccc(S(=O)(=O)N(C)C)cc1-n1c(SCC(=O)Nc2ccc(F)cc2)nc2ccccc2c1=O	-6%	-4%	i	-3.8	-0.5%	-1%	-28%	19%	-10%
CC(C)CCN1CCC(CN2C(=O)C(=O)NC[C@@H]2CC(C)C)CC1	10%	/	i	-0.2	-0.1%	7%	/	11%	/

Results in EPAC2 antagonist, A549 tox and CCT modulator, for 4 of the compounds above:
Molecule,EPAC2 antagonist,A549 tox,CCT modulator
CN1CCn2cnc(C(=O)N[C@@H](Cc3ccccc3)C(=O)OC(C)(C)C)c2C1=O,-3%,/,0.1
CCOC(=O)c1cccc(NC(=O)c2cc(-c3ccc(Cl)s3)nc3ccccc23)c1,/,-8%,/
CCCn1c(NC(=O)c2ccc(Cl)c(S(=O)(=O)N3CCCC3)c2)nc2ccccc21,0%,?,-0.8
Cc1ccc(/C(O)=C2\C(=O)C(=O)N(C)C2c2ccc([N+](=O)[O-])cc2)cc1 (configuration not stated),12%,0%,-1.8

(listing goes on)
SMILES	EPAC2 antagonist	MmCpn inh	pAkt inh	CCT modulator	Nrf2 ARE act	TGFb inhibitor	Nrf2 inh	EPAC2 agonist	A549 tox
CC(C)(C)c1ccc(OCCCC(=O)N2CCOCC2)cc1	-1%[57.1 µM]	-3%	i	0.5	6.3%	8%	-19%	3%	20%
COCOCCn1cc(CN2CCS(=O)(=O)N(Cc3ccc(-c4cccc(N(C)C)c4)cc3)C(CC(C)C)C2=O)nn1 (configuration not stated)	-4%	/	i	-1.5	-0.9%	-1%	/	14%	/
CCc1c(C(C)S(=O)(=O)c2ccc(C)cc2)[nH]c(=O)n1-c1ccc(OC(F)(F)F)cc1 (configuration not stated)	-3%	-2%	i	-0.5	4.2%	-13%	?	8%	-16%
C#Cc1ccc([C@@H]2C=C(C(=O)N3CCOCC3)O[C@H](OCC)[C@H]2CCCO)cc1	-8%	/	i	-0.9	-1.0%	9%	0%	1%	-5%
O=c1c(Cc2ccc(Cl)cc2Cl)c(O)ccn1CC(F)(F)F	8%	4%	i	0.8	-0.6%	-12%	2%	8%	2%
COc1ccc(N/C(N)=N/c2nc(C)cc(=O)[nH]2)cc1	8%	-2%	i	-0.2	0.4%	8%	-4%	8%	8%
CC(C)C[C@@H](CO)N1CCN(Cc2cccnc2)CCC1=O	-3%	1%	i	1.7	0.1%	?	11%	8%	7%
Cc1ccccc1CCNC(=O)CCn1ccc2cc(S(=O)(=O)N3CCCC3)ccc21	-3%	-1%	i	-1.4	0.0%	3%	-5%	7%	0%
NC1=NC(=O)/C(=C/c2ccccc2OS(=O)(=O)c2ccc3ccccc3c2)S1	-1%	0%	i	-0.4	-0.5%	-12%	-18%	3%	-7%
